# ERG-DNA inh: blocks human ERG Ets domain binding to DNA | P11308 | actives 0.028% (n = 370,000) | AID 624246 | Potency, µM (titrated, usually from 76.9 µM), without a hit: top-dose FP activity, negative = inhibition, usual class: inhibitors | fluorescence polarization, His-ERG Ets domain / labelled DNA; active = well fitted inhibition curve with a large enough effect in the polarisation, with a control signal flat; inconclusive = small, poorly fitted or top-dose-only effect, or effect the other way, or a change in a side signal; inactive = no such curve, though single readings can be large or run the other way; the % refers to the polarisation;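 also: polarization taken with two DNA probes labelled with fluorescein and Texas red; potency is read from the fitted curve at half-maximal effect; % of control where 0% means no effect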
#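 His-tagged ERG Ets domain (1 uM in the protein solution; 300mM KCl, 50mM Tris-HCl, 1mM EDTA, 1mM DTT, pH 7.5) received compound, then a probe mix of 5 nM fluorescein-DNA and 100nM Texas-615-DNA. Fluorescence polarization was read for both dyes.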
# D2 ag: agonists of human D2 dopamine receptor; HEK293 T-REx D2 cells, calcium flux agonist mode; activation, % at 2 µM; actives 0.53% (n = 340,000); P14416; AID 485358;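 active = activation over 3 SD above normal in the single-dose calcium agonist read, cut at about 30% in these data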; also: 0% is about no effect
# Target sequence (P14416 whole entry, looked up): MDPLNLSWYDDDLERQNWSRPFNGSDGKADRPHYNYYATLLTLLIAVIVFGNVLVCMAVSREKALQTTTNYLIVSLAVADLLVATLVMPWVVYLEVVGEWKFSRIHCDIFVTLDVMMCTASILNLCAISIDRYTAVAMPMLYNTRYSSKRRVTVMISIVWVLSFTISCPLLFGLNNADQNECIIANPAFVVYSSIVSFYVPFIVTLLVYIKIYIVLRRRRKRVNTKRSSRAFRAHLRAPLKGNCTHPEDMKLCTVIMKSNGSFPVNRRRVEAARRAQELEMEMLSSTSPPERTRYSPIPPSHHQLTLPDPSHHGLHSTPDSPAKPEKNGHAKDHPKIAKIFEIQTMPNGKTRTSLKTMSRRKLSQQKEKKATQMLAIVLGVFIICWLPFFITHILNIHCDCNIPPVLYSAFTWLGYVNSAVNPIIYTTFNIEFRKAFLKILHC
#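 In this primary screen, compounds producing a positive calcium signal within 180 s of addition to tetracycline-induced, force-coupled HEK293 Trex D2 cells are flagged; cells are dye-loaded with a no-wash calcium kit beforehand.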
# GRP78 ERSR act: ER stress response induction in glioma. actives 0.02% (n = 420,000). U87-MG GRP78 promoter luciferase reporter, 16 h. AID 602332. Potency, µM, without a hit: at the top dose activation, most hits filed as activators; also: potency is read from the fitted curve at half-maximal effect; series mostly up to about 76 µM; % of control where 0% means no effect; nearly all actives have a fitted effect of over 35% in size
#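 ERSR induction read as luciferase luminescence (Bright-Glo, 10 min at room temperature) in stably transfected human U87-MG glioma cells exposed to compounds for 16 h, using GRP78 as sensor.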
# RGS4 inhibitor: inhibitors of human regulator of G protein signaling 4. Transcreener GDP fluorescence polarization, RGS4-accelerated GTP hydrolysis. Potency, µM (doses to about 114 µM), without a hit: at the top dose activity change, negative = inhibition, usual class: inhibitors. actives 0.039% (n = 390,000); also: potency is read from the fitted curve at half-maximal effect; % is scaled to controls: 0 for no effect and ±100 for the full control effect; nearly all actives have a fitted effect of over 75% in size; some results filed as inactive show a strong effect at the top dose
# Target sequence (P49798 whole entry, looked up): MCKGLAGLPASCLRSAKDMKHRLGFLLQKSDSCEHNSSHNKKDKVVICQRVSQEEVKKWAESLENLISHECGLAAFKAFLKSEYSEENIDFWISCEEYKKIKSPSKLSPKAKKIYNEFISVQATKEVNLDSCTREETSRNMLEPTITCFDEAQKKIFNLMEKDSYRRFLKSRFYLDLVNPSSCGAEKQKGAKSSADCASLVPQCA
#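 MLSMR compounds (23 nl, pin-transferred) preincubated 10 min at room temperature with a 500nM (2x) first reagent, then RGS4 at 900nM (2x) plus Transcreener GDP mix added; fluorescence polarization (620/688 nm) read before and after 90 min at 30 °C.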
# ALOX12 inh: inhibitors of human 12S-lipoxygenase ALOX12; purified 12hLO, xylenol orange hydroperoxide absorbance; Potency, µM (highest dose often 108 µM), for the others: top-dose activity change, negative = inhibition, most hits filed as inhibitors; actives 1.1% (n = 580,000); AID 1671190; also: potency is read from the fitted curve at half-maximal effect; % is scaled to controls: 0 for no effect and ±100 for the full control effect
#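 Hydroperoxide product was detected by ferrous iron/xylenol orange as the 573 to 405 nm absorbance ratio. Arachidonic acid at 40 uM (final) was turned over for 30 min at room temperature by 150 nM human 12hLO, pH 7.0 Hepes buffer, after 15 min compound preincubation.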
# D2 antag: D2 dopamine receptor (human) antagonism; P14416; HEK293 TREx D2 cells, calcium flux, dopamine EC80; inhibition, % at 10 µM; actives 2% (n = 340,000); in the data active = inhibition above about 30%; also: 0% is about no effect
#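 Dopamine at EC80 is the agonist stimulus; test compounds precede it by 180 s. Calcium flux read kinetically in a force-coupled, inducible HEK293 T-REx D2 cell line.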
# Vif-APOBEC3G blk: Vif-A3G binding inhibition; actives 0.076% (n = 410,000); AID 602310; HeLa A3G-eYFP + Vif (tagged APOBEC3G with the HIV-1 protein that degrades it), YFP fluorescence, overnight; Q9HC16; Potency, µM (doses to about 46.1 µM), for the others: at the top dose activity, negative = active, most hits filed as inhibitors;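 also: potency is read from the fitted curve at half-maximal effect; % is scaled to controls: 0 for no effect and ±100 for the full control effect; nearly all actives have a fitted effect of over 60% in size; hits raise eYFP signal because A3G escapes Vif-driven loss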
# Target sequence (Q9HC16 whole entry, looked up): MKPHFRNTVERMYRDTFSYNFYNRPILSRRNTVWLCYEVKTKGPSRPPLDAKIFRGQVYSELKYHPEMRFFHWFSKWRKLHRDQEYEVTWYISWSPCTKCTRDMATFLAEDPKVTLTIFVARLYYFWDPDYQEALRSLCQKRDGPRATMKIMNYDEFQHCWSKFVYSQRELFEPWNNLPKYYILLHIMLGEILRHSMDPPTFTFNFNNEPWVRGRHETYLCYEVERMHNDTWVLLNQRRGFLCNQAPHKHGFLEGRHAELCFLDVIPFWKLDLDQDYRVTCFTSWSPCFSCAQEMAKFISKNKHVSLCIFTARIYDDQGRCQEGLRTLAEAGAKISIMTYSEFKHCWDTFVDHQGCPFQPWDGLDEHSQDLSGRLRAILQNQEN
#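 Read-out is eYFP fluorescence (Ex 488/Em 500-530) from Vif-expressing HeLa A3G-eYFP cells; more signal means A3G escaped Vif-mediated degradation. Cells plated overnight, compound pinned in, incubated overnight at 37 deg C.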
# LDHA inh: inhibitors of human lactate dehydrogenase A; purified LDHA, NADH/diaphorase-resazurin fluorescence; stronger effect = lower value; activity change, % (values are at about 110 or 230 µM); actives 0.15% (n = 480,000); P00338; AID 1347041; in the data active = activity change below about -30%; inconclusive = mostly about -25% to -30%;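 also: plate controls were DMSO wells for no effect and wells without enzyme for full effect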
#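 Resorufin fluorescence (ex540/em590), read at 0 and 20 min after diaphorase/resazurin addition, reports the NADH left after a 5 min room-temperature reaction of 2 nM human LDH5 with 0.06 mM NADH and 0.2 mM pyruvate.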
# Vif-APOBEC3F blk: Vif-A3F binding inhibition; HeLa A3F-eYFP + Vif (tagged APOBEC3F with the HIV-1 protein that degrades it), YFP fluorescence increase; Potency, µM (series often up to 46.1 µM), inactives show at the highest dose activity, negative = active; actives 0.2% (n = 390,000); AID 602313; also: potency is read from the fitted curve at half-maximal effect; % of control where 0% means no effect; nearly all actives have a fitted effect of over 65% in size
#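 HeLa cells stably expressing A3F-eYFP plus Vif, plated and incubated overnight at 37 deg C, then exposed to compounds overnight at 37 deg C. Blocked degradation read as raised yellow fluorescence (Ex 488/Em 500-530).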
# Numbers without * were called inactive; i = inactive; u = inconclusive; x = not tested or not shown; & = joins results of further samples; [ ] = dose if it differs, or a comment. Unless noted, calls follow the shape of the dose curve; as a rule, active = well fitted curve in the direction sought with a large enough effect; inconclusive = small, poorly fitted or top-dose-only effect, or another doubt; inactive = no such curve, though single readings can be large; an effect the other way counts as inactive or inconclusive.
SMILES,ERG-DNA inh,D2 ag,GRP78 ERSR act,RGS4 inhibitor,ALOX12 inh,D2 antag,Vif-APOBEC3G blk,LDHA inh,Vif-APOBEC3F blk
Cc1c(NC(=S)NC(=O)C(C)(C)C)cccc1[N+](=O)[O-],-2%,x,-2%,-8%,u,x,0%,-6,-6%
COc1ccc(CN2C(=O)C(CC(C)C)Nc3ncnc(N4CCOCC4)c32)cc1 (stereo not drawn),8%,0.1,-6%,-15%,-5%,-4,2%,-2,-1%
C=CCn1c(C)nc2ccccc2c1=O,0%,x,-3%,5%,-14%,x,-2%,-20,-9%
COc1cc(/C=N/NC(=O)c2ccc(Cl)c(S(N)(=O)=O)c2)ccc1OCC(N)=O,-14%,-0.3,-2%,-19%,-5%,-7,-1%,-11,-15%
CCCCN(C(=O)CCNC(=O)NC12CC3CC(CC(C3)C1)C2)c1c(N)n(CCCC)c(=O)[nH]c1=O,-3%,-0.3,-3%,-44%,3%,-5,-4%,-3,-7%
Cc1cc(OC(=O)N2CCOCC2)cc(C)c1Cl,8%,0.5,2%,-7%,11%[57.4 µM],25,-8%,-2,-10%
CCOC(=O)c1c(C)[nH]c(C)c1S(=O)(=O)N1CCC(C(=O)NCc2ccc(N(C)C)cc2)CC1,2%,0.1,2%,-8%,-18%,x,1%,0,1%
CNC(=S)NNc1ccccc1[N+](=O)[O-],-6%,0.2,-3%,-54%,u,18,0%,11,12%
CCOCCCNC(=O)CN1C(=O)CSc2cc(S(=O)(=O)N3CCCCCC3)ccc21,x,0.1,-3%,33%,6%[57.4 µM],-8,0%,-15,-3%
COc1ccc(OCC(=O)Nc2cc(OC)ccc2N2CCCCC2)cc1,-10%,-0.5,-1%,-42%,u,-2,8%,0,1%
COc1ccc(CNC(=O)[C@@H]2CC=C[C@@H]3CCN(Cc4ccc(Cl)c(Cl)c4)C(=O)[C@@H]32)cc1,9%,x,-1%&2%,-19%,-16%,x,-5%&-3%,-2,5%
CN1CCc2c(sc3c2c(=O)n(-c2ccccc2)c2nnc(SCc4ccc(F)cc4)n32)C1,-8%,x,-4%,-10%,-3%,x,1%,-3,-4%
O=C(NC1CCS(=O)(=O)C1)/C(=C/c1ccco1)NC(=O)c1ccccc1 (stereo not drawn),-7%,0.2,-4%,26%,u,16,-1%,-6,12%
CCCN1CCN(C(=O)Cn2cnc3ccc(S(=O)(=O)N4CCC(C)CC4)cc3c2=O)CC1,6%,0.2,-3%,u,u,0,-3%,-3,-1%
CCN(C(=O)COC(=O)c1ccc[nH]c1=O)c1cccc2ccccc12,3%,x,-2%,-9%,u,x,1%,-5,-6%
O=C(Nc1ccc2c(c1)CCO2)Nc1nnc([C@H]2C[C@H](O)[C@@H](CO)O2)s1,x,x,1%,x,-5%,x,0%,1,x
CC1Cc2cc(S(=O)(=O)NCc3ccc(Cl)cc3)ccc2N1C(=O)C1CCC1 (stereo not drawn),-1%,-1.1,-4%,8%,3%,x,3%,-3,-16%
COc1ccccc1N1CCN(CCCN2CC(=O)N3CCCCC3C2=O)CC1 (stereo not drawn),1%,x,-3%,1%[56.9 µM],u,x,-2%,4,7%
CCOc1ccc(NS(=O)(=O)c2ccc(C(=O)NCC(c3ccccc3OC)N3CCCC3)cc2)cc1 (stereo not drawn),5%,3.4,-3%,-19%,-6%,-21,5%,-4,u
COc1ccc(S(=O)(=O)N2CCCCC2)cc1NC(=O)c1ccccc1,4%,0.1,-6%,-5%,u,2,4%,-10,-3%
COc1ccc(NC(=O)C[C@H]2C(=O)N(c3ccc(Br)cc3)C[C@@H]2c2ccc(OC)cc2)cc1,x,x,4%,x,-3%,x,2%,-2,-2%
CC(=O)N(NC(N)=O)C(C)CC(=O)C1C(C)C=CCC1(C)C (stereo not drawn),-9%,-1.0,-4%,8%,367%[activator],5,1%,-6,7%
O=C(/C=C/c1ccccc1)NC1CCS(=O)(=O)C1 (stereo not drawn),-7%,-0.3,6%,-16%,2%,2,0%,-3,-13%
COC(=O)c1ccc(CSc2nnc(CNC(=O)c3ccc(OC)cc3)o2)o1,-4%,0.4,-4%,-1%[56.9 µM],-21%,-2,0%,-11,-3%
CN1OC(CC(=O)O)N(c2ccc(Cl)cc2)C1=O (stereo not drawn),2%,0.4,-3%,21%,1%,1,2%,-3,-3%
CCOc1cc(-c2noc(CCCC(=O)NC3CCCCC3)n2)ccc1OC,-5%,-0.4,-3%,7%,-12%,2,2%,2,2%
C[n+]1c2n(c3ccccc31)N=C(c1ccccc1)CS2,2%&-4%,-0.5&0.5,-4%&0%,-40%,-8%&0%,-16&13,2%&-6%,-7&-6,10%&-8%
COC(=O)C1=C(C)NC(C)=C(C(=O)OCC(C)C)C1c1ccccc1[N+](=O)[O-] (stereo not drawn),4%,x,-12%&-12%,u,u,x,-7%,22,-6%
CSCC[C@H](NC(=O)OC(C)(C)C)C(=O)N1CCC(C(=O)N[C@H](C(=O)O)C(C)C)CC1,x,0.0,-2%,10%,13%,-6,0%,-3,-9%
Cc1ccccc1CNC(=O)CCCn1c(=O)c2cccn2c2ccccc21,-4%,-0.9,-7%,-16%,-10%,x,6%,-7,-2%
O=C(Nc1ccon1)c1csc2ccccc12,-9%,0.0,1%,-22%,9%,9,0%,1,0%
COc1ccc(C(=O)NCc2nnc(SCC(=O)Nc3nc4ccc(C)cc4s3)o2)cc1OC,2%,-0.7,4%,3%,-13%,4,2%,-1,-14%
O=C1c2ccccc2S(=O)(=O)c2cc(C(=O)N(c3ccccn3)c3ccccn3)ccc21,10%,37*,0%,8%,-7%,22,0%,5,-2%
O=C(OC(C(=O)NCc1ccccc1)c1ccccc1F)c1ccco1 (stereo not drawn),-3%,-1.2,-1%,2%,u,-8,-4%,-8,3%
c1nc(NCc2ccc3c(c2)OCO3)c2[nH]cnc2n1,x,x,-1%,-15%&-16%,x,x,1%,1&1,x
COc1cccc(C2C(C#N)=C(N)Oc3c2oc(CO)cc3=O)c1 (stereo not drawn),8%,-0.5,-1%,13%,227%[activator],-10,-1%,3,3%
CCOc1ccccc1NC(=O)Cc1c(F)cccc1Cl,78%[activator],-0.7,-2%,9%,-13%,-7,1%,-6,-3%
COc1ccc2c(CC(=O)Nc3ccc(OC)c(S(=O)(=O)N4CCOCC4)c3)coc2c1,-9%,-0.8,-4%,-36%,-24%,12,-4%,-1,-1%
Cc1oc(S(=O)(=O)N(C)C)cc1C(=O)Nc1ccc(F)cc1,4%,0.2,-2%,12%,-47%,4,-1%,1,2%
O=C(CNC(=O)c1ccccc1)Nc1ccsc1C(=O)O,-6%,-1.2,-2%,14%,-16%,-36,0%,-10,11%
CC(=O)Nc1ccc(S(=O)(=O)Nc2nc3ccccc3nc2N2CCCC2)cc1,1%,0.2,-5%,27%,0%,6,-1%,1,3%
CC1CCc2c(sc(NC(=O)CCC(=O)O)c2C(=O)NC2CC2)C1 (stereo not drawn),10%,0.2,-1%,u,7%,3,-4%,-1,0%
O=C(NCC(=O)N1CCN(c2ccccc2O)CC1)c1ccco1,3%,0.0,-2%,5%,i,12,-5%,3,2%
C=CCNc1nnc(Cc2ccc(C(C)C)cc2)c(=O)[nH]1,-2%,1.9,-2%,8%,x,7,-10%,-7,3%
Cc1ccsc1/C=C1\SC(N2CCOCC2)=NC1=O,1%,-0.7,7%,-2%,-15%,13,1%,-2,-9%
O=C(NC12CC3CC(CC(C3)C1)C2)c1c(Cl)cccc1Cl,-4%,-0.3,-4%,0%,21%,-2,-6%,-3,1%
COc1ccc(Nc2c3ccccc3nc3ccccc23)cc1,-4%,-1.1,-5%,16%,u,-19,7%,1,-21%
Cn1c2c(c(=O)n(C)c1=O)C(c1ccccc1C(F)(F)F)CC(=O)N2 (stereo not drawn),-1%,-1.9,-2%,-12%,-30%,x,1%,-8,4%
COc1cc(OC)cc(C(=O)NC(=S)Nc2nnn(C)n2)c1,-2%,0.1,-3%,-40%,0%,-14,1%,0,-25%
O=C(CSc1ncnc2c1cnn2Cc1ccccc1)Nc1ccc2c(c1)OCCO2,6%,-0.1,-2%,-3%,-4%,17,-7%,-4,5%
O=C(OC1CCCCC1=O)c1cc(Cl)ccc1[N+](=O)[O-] (stereo not drawn),-4%,-0.2,1%,-16%,1%,-7,0%,2,-2%
CCN(CC)CCCNC(=O)c1sc2nc3n(c(=O)c2c1C)CCCCC3,4%,1.2,-1%,-6%,10%,x,2%,4,-4%
CCN(C(=O)COC(=O)C1CCN(S(=O)(=O)c2ccc(C)c(C)c2)CC1)C1CCCCC1,-7%,1.0,-6%,10%,20%,-3,-4%,-6,-7%
CC(=O)N1CCN(C(=O)c2cccc(S(=O)(=O)N3CCN(c4ccccc4)CC3)c2)CC1,-12%,x,-6%,-5%,1%,x,1%,-10,0%
COc1cccc(NC(=S)N(CCc2c(C)[nH]c3ccccc23)Cc2ccco2)c1,-1%,0.5,-6%,-2%,-43%,-3,-5%,-2,3%
O=C(CN1CCN(c2ccc(F)cc2)CC1)N1N=CCC1c1ccccc1 (stereo not drawn),x,0.3,-5%,-9%,14%,36*,2%,2,-1%
CCCCNC(=O)c1onc(CSc2ccccc2)c1C(=O)NCCCC,2%,-0.3,-1%,-1%,-9%,-7,-2%,0,4%

# From PubChem

# An excerpt, so the mix of outcomes need not match the whole.
